# MEP2 TOR yeast: yeast TOR pathway MEP2-GFP modulation. S. cerevisiae MEP2-GFP strain, flow cytometry GFP, 3 h; 100% = DMSO control level. GFP response vs DMSO, % at 10 µM. actives 0.51% (n = 330,000). AID 2016;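 active = GFP response versus DMSO above a set limit, roughly screen mean plus 3 SD, cut at about 180% in these data; inconclusive = fewer than 70 cells counted for a yeast strain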;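 note: median GFP fluorescence of the barcode-gated MEP2-GFP cells per well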
# JMJD2C inh: blocks human GASC-1 demethylase activity; actives 0.069% (n = 330,000); inhibition, % at 2.35 µM; Q9H3R0; GST-JMJD2C(1-420) H3K9me3 demethylation, DELFIA europium; AID 2099;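 active = more than half of a compound's replicate wells show inhibition beyond 50%, single wells judged on their own value; inconclusive = some, but no more than half, of replicates pass 50% inhibition; inactive = no replicate passes 50% inhibition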;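 note: signal counts dimethyl H3K9 product captured on neutravidin plate; 0% = median of DMSO wells and 100% = 0.3 times that DMSO median; strong numbers were not always called active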
# Yeast superoxide: yeast age-related superoxide inhibition as caloric restriction mimetic | S. cerevisiae aged cells, superoxide DHE fluorescence; active compounds read low | superoxide response (% of plate mean), % at 10 µM | actives 0.18% (n = 330,000) | AID 2690;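 active = superoxide response under a set limit, about three screen SD below normal, cut at about 65% in these data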;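 note: yeast aged for seven days with compound at 30 °C before DHE staining; 100% = average MFI of all compound-treated wells on the plate with controls excluded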
# LAP4 TOR yeast: yeast TOR pathway LAP4-GFP modulation. GFP response vs DMSO, % at 10 µM. AID 2023. S. cerevisiae LAP4-GFP multiplex, flow cytometry GFP, 3 h; median GFP as percent of DMSO wells. actives 0.34% (n = 320,000);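 active = GFP response vs DMSO above a set limit, about the screen mean plus 3 SD, cut at about 150% in these data; inconclusive = under 70 cell events counted for the yeast strain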
# AHR activator: activators of human aryl hydrocarbon receptor; P35869; AHR-responsive luciferase reporter cells, luminescence; activation, % at 5 µM; actives 2.5% (n = 320,000); AID 2796; in the data active = activation above about 47%;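 note: 0% = vehicle wells and 100% = reference agonist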
# Target sequence (P35869 whole entry, looked up): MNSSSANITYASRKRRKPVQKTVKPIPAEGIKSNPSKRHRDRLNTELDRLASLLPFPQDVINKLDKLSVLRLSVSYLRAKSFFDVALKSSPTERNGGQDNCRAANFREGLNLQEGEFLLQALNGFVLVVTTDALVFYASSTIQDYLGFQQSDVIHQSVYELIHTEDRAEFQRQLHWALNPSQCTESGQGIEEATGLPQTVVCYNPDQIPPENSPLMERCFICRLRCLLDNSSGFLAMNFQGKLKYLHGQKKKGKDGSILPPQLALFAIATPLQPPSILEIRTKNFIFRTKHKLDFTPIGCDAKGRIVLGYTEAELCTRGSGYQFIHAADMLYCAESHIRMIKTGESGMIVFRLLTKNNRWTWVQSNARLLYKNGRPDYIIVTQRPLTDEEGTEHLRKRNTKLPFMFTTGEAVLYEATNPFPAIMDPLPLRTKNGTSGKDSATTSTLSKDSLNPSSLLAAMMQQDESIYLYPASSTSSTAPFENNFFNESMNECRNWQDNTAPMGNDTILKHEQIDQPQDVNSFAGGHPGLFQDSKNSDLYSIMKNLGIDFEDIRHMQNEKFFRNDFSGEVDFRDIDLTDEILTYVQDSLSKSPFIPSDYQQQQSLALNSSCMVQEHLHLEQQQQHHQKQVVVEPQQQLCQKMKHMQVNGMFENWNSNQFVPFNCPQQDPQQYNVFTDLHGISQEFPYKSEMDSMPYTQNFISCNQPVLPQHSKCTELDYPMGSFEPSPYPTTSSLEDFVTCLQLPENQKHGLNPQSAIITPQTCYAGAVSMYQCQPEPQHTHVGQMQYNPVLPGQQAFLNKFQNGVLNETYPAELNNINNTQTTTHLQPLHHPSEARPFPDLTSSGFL
# RPL19A-GFP yeast: alters RPL19A-GFP fluorescence in TOR pathway yeast screen; percent response vs DMSO, % at 10 µM; AID 2025; actives 0.3% (n = 330,000); S. cerevisiae RPL19A-GFP strain, flow cytometry, 3 h; active compounds read low;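 active = percent response vs DMSO below 50%; inconclusive = fewer than 70 events counted for the yeast strain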;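 note: median channel GFP fluorescence of the barcoded RPL19A-GFP strain; ratio of sample median GFP to plate DMSO average so 100% = DMSO; lower means less RPL19A-GFP as with rapamycin TOR inhibition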
# procasp7 counter: activates human procaspase-7, counter-screen for procaspase-3 activators; P55210; recombinant procaspase-7, Ac-DEVD-pNA absorbance 405 nm; D23A/D198A/D206A triple mutant, cannot self-cleave; scale: DMSO 0, 5 µM enzyme 100; activation, % at 8.5 µM; actives 0.093% (n = 330,000); AID 463210;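 active = percent activation above the screen-wide mean plus 3 SD, cut at about 25% in these data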
#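 Assay system: Uncleavable procaspase-7 mutant enzyme / Input: 2 µM procaspase-7 mutant as dispensed / Dosing: single nominal 8.5 µM compound dose, 0.8% DMSO final / Timing: 1 h enzyme–compound preincubation and 2 h substrate reaction, both 25 °C / Detection: p-Nitroaniline absorbance at 405 nm, read at 0 and 120 min / Replication: singlicate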
# proCasp3 act: activates human procaspase-3; recombinant procaspase-3 D3A, Ac-DEVD-pNA absorbance 405 nm; P42574; AID 463141; actives 0.11% (n = 330,000); activation, % at 8.5 µM;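 active = activation above the mean of all tested compounds plus 3 SD, cut at about 21% in these data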;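 note: 0% = DMSO alone and 100% = DMSO wells spiked with extra 5 µM PC-3 D3A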
# Target sequence (P42574 whole entry D9A/D28A/D175A): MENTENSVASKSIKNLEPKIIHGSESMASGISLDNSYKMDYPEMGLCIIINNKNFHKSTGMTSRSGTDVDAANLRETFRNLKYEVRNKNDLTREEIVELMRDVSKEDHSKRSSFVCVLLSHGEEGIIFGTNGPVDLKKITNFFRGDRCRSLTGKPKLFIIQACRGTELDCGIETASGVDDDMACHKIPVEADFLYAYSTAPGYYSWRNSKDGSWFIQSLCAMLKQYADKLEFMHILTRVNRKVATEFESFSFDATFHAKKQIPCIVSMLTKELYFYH
#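 Assay system: Autoprocessing-dead procaspase-3 D3A mutant enzyme; also added: Ac-DEVD-pNA; doses: one concentration, 8.5 µM nominal, 0.8% DMSO; times: 1 h compound preincubation, 2 h substrate hydrolysis at 25 °C; technique: 405 nm absorbance of p-nitroaniline, reads at 0 and 120 min; measure: % activation between DMSO and enzyme-spiked controls; repeats: single replicate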
# * hit, by the source's call; i = inactive; ? = inconclusive; · = no result given; [ ] = dose if it differs, or a comment. Compounds as they come, and some 3.8% of all compounds hit somewhere here.
# Results follow in this order: MEP2 TOR yeast	procasp7 counter	RPL19A-GFP yeast	proCasp3 act	Yeast superoxide	AHR activator	JMJD2C inh	LAP4 TOR yeast
> Cc1sc2ncnc(SCC(=O)NNC(=O)c3ccco3)c2c1C
  103	7	103	10	121	-2	9	94
> COc1ccccc1/C=N/NC(=O)CSc1cc(C)nc2ccccc12
  103	-3	95	-3	110	8	-3	92
> COc1ccccc1N1CCN(S(C)(=O)=O)CC1
  97	-2	94	-5	i	0	2	98
> O=C(C1CCN(S(=O)(=O)c2cccnc2)CC1)N1CCCCC1
  103	1	98	2	86	-1	-2	97
> CC(=O)N1CCN(C(=O)c2ccc(Cl)c(S(=O)(=O)N3CCCCCC3)c2)CC1
  109	20	112	5	131	-1	2	108
> O=C(COc1ccccc1/C=C1\SC(=O)NC1=O)Nc1ccc(F)cc1
  98	-8	109	-5	92	98*	10	94
> Cc1ccc(F)cc1NC(=O)c1ccc(NS(=O)(=O)c2ccc(Br)s2)cc1
  87	-1	99	2	105	4	13	91
> COc1ccc(S(=O)(=O)N2CCCCCC2)cc1C(=O)N1CCCCC1
  100	-4	107	-1	94	-1	-45	99
> COc1cccc(N=Nc2c(N)[nH]n3c(=O)cc(-c4ccccc4)nc23)c1
  98	7	97	1	113	1	-2	101
> O=[N+]([O-])c1cc([N+](=O)[O-])c(Oc2cncc(Cl)c2)cc1NN1CCCCC1
  118	10	98	11	105	-1	6	103
> S=C1NCN(CCc2ccccc2)CN1Cc1ccccc1
  92	-5	100	0	97	2	-1	106
> CC1=C(C(=O)OCc2ccccc2)C(c2ccc(Br)cc2)NC(=O)N1CCCCCC(=O)O (stereo not drawn)
  ·	2	·	4	·	-1	-4	·
> CCOC(=O)C(N)CSC1CC(=O)N(c2ccc(C(=O)OC)cc2)C1=O (stereo not drawn)
  101	-13	100	-15	110	-2	-8	107
> Cc1ccc(N2CC(C(=O)Nc3cccc(F)c3)CC2=O)cc1 (stereo not drawn)
  103	4	100	-2	103	-4	12	102
> CCOC(=O)NC(NCCc1ccccc1)(C(F)(F)F)C(F)(F)F
  108	10	104	-4	91	0	-6	111
> CCOc1ccc(S(=O)(=O)NCc2cccnc2)cc1C
  100	4	94	9	90	1	59	102
> COc1cccc(-c2nn3c(-c4cc(C)[nH]n4)nnc3s2)c1
  94	-1	93	2	101	-13	2	92
> COc1ccc(OC)c(NC(=O)COc2ccc(Br)cc2)c1
  108	5	102	-2	91	0	10	93
> Cc1ccc(C(=O)NC(C(=O)Nc2cccc(S(N)(=O)=O)c2)C(C)C)cc1 (stereo not drawn)
  98	1	98	10	100	3	-8	112
> CN(Cc1cccs1)C(=O)CCc1c[nH]c2ccccc12
  102	10	95	-6	99	-2	3	99
> COCCn1c(SCC(=O)NC2CCCC2)nnc1C(C)C
  106	2	103	0	102	1	3	104
> O=C(OC1CCOC1=O)c1cncc(Br)c1 (stereo not drawn)
  113	2	102	-5	94	2	-4	100
> COCCCNC(=O)COc1ccc(Br)cc1Cl
  98	-16	103	2	99	29	1	95
> CCCCCCCCNC(=O)c1ccc(C)cc1
  96	13	95	-1	98	-1	-9	101
> O=C(O)c1ccccc1-c1cc2ccccc2[nH]1
  104	-6	102	-3	105	-1	-18	103
> COc1ccc(N(CC(=O)NCCSc2ccccc2)S(=O)(=O)c2ccccc2)cc1OC
  110	-1	107	-5	98	0	8	100
> COCCn1c(C)cc(C(=O)CSc2nncn2-c2ccccc2)c1C
  104	13	104	-15	95	6	2	99
> CC(=O)c1cc(C#N)c(Oc2ccccc2)nc1C
  103	-9	100	5	127	3	-5	93
> Cc1cccc(-c2oc3ccc(-c4ccc5c(c4)OCO5)cc3c2-c2ccc(OC3CCCCO3)cc2)c1 (stereo not drawn)
  104	2	95	5	104	1	10	94
> COc1ccc(/C=C(/NC(=O)c2ccc(OC)c(OC)c2)C(=O)NCCc2c[nH]c3ccccc23)cc1
  139	-8	108	-3	86	12	-6	105
> C[C@H]1CN([C@@H](C)CO)C(=O)c2cccc(NS(=O)(=O)c3cn(C)cn3)c2O[C@H]1CN(C)S(C)(=O)=O
  96	-3	102	13	101	-2	3	86
> O=C(c1ccco1)N(CC1CCCO1)c1nc(-c2ccccc2)cs1 (stereo not drawn)
  100	4	97	3	91	20	8	104
> Cc1nc2ccc(NC(=O)COc3ccccc3C)cc2s1
  95	-8	95	-5	93	7	65*	129
> Cc1ccc(S(=O)(=O)N2CCCCC2)cc1NC(=O)CSc1nnc(N)s1
  97	-18	95	-6	91	4	3	92
> CC(CN(C)Cc1ccccc1)OC(=O)C1COc2ccccc2O1 (stereo not drawn)
  108	12	104	3	97	3	-9	102
> CCn1cc(C(C)NC(=O)COc2ccc(Cl)cc2C)c(C)n1 (stereo not drawn)
  98	1	94	-1	97	4	-11	92
> CCN1C(=O)C(CC(=O)Nc2ccc(OC)cc2)N(CCc2ccc(OC)cc2)C1=S (stereo not drawn)
  99	-10	94	2	105	2	-1	101
> CCCCn1c(CNC(=O)Cc2ccccc2)nc2ccccc21
  102	2	107	-5	114	5	-14	113
> Cn1cc(/C=C(\NC(=O)c2ccccc2Cl)C(=O)NCCCN2CCOCC2)c2ccccc21
  101	1	99	8	85	9	-4	101
> Cc1ccc(CN(C)S(=O)(=O)c2c(C)noc2/C=C/N(C)C)cc1
  99	4	101	-1	108	-2	-15	98
> COc1ccccc1N(CCC#N)C(=O)CSc1nnc2ccccn12
  119	-2	95	2	89	1	5	105
> Cc1nc(CNS(=O)(=O)c2ccc(Oc3ccccc3)cc2)cs1
  101	12	96	5	99	0	-3	95
> CSc1nc2ccc(Br)cc2[nH]1
  105	-1	94	-1	87	3	7	101
> CC1CCCCN1CCCNC(=O)Cn1c(=O)c2cccn2c2ccccc21 (stereo not drawn)
  101	1	103	14	93	1	24	96
> COCCn1c(-c2ccc(OC)cc2)nc2ccccc21
  101	10	100	-3	100	6	4	102
> CC(=O)Nc1nnc(SCC(=O)N2C(C)CCCC2C)s1 (stereo not drawn)
  92	-2	97	2	87	-1	5	106
> Cn1cc(CN2CCC(C(=O)Nc3cccc(-c4cscn4)c3)CC2)cn1
  99	0	104	4	108	12	-5	91
> O=C1c2ccccc2C(=O)N1OS(=O)(=O)c1ccccc1
  90	-3	87	1	111	4	16	223*
> N/C(=N\OC(=O)c1ccc(Br)o1)c1ccccn1
  101	-3	107	2	110	79*	8	106
> CCOC(=O)c1c[nH]c2c3c(ccc2c1=O)CCCC3
  108	-8	100	-13	101	11	-3	105
> COC(=O)c1cc(C(=O)OCC(=O)NCc2cccs2)cc([N+](=O)[O-])c1
  98	3	100	-1	125	2	-1	101
> CCOC(=O)C(=CN=C(N)Nc1nc2ccccc2o1)C(=O)OCC
  98	3	95	9	106	63*	-38	101
> N#Cc1ccccc1OCC(=O)OCC(=O)NC1CCCC1
  95	11	98	-1	93	4	5	97
> O=C(CCCN1C(=O)c2cccc3cccc(c23)C1=O)N1CCN(Cc2ccc3c(c2)OCO3)CC1
  100	0	98	-6	90	12	3	97
> Cn1nc(C(C)(C)C)c([N+](=O)[O-])c1C(=O)NCCO
  105	-4	103	-2	107	-1	-27	100
> C[C@H](O)c1[nH]c2cc(F)ccc2c1[C@H](C)O
  96	7	109	5	100	17	-1	108
> CCOc1ccc(NC(=O)NCCCN2CCCC2)cc1
  251*[may fluoresce violet]	3	39*[may fluoresce violet]	-2	108	-1	-2	95[may fluoresce violet]
> COc1ccccc1/C=C1\SC(=S)N(CC(=O)NC2CCS(=O)(=O)C2)C1=O (stereo not drawn)
  100	-18	97	-8	107	-1	1	96
> O=C(COC(=O)/C=C/c1ccc(F)cc1)Nc1ccc2[nH]c(=O)[nH]c2c1
  92	1	92	-10	103	7	-13	89
> O=C(Nc1ccccc1)C1=C[C@@H](c2ccc(C(F)(F)F)cc2)C[C@@H](OCCCCO)O1
  ·	4	·	12	·	11	-2	·

# Continuation:
# Results follow in this order: MEP2 TOR yeast	procasp7 counter	RPL19A-GFP yeast	proCasp3 act	Yeast superoxide	AHR activator	JMJD2C inh	LAP4 TOR yeast
> COc1ccc(OC)c(N(CC(=O)N2CCCC2)S(=O)(=O)c2ccc(OC)c(OC)c2)c1
  105	5	101	6	90	-1	-5	95
> COc1cccc(NC(=S)NN2CCN(C)CC2)c1
  91	-3	88	3	99	2	20	82
> CCN1CCN(c2ccccc2NC(=O)c2ccc(-n3cccn3)cc2)CC1
  98	9	93	2	127	11	1	97
> O=C(c1cc(COc2cccc3cnccc23)on1)N1CCCC(CCCO)C1 (stereo not drawn)
  96	0	106	1	90	-17	-3	95
> COc1ccc2[nH]c(=O)c(CN(CC3CCCO3)C(=O)Nc3ccccc3)cc2c1 (stereo not drawn)
  101	-13	99	3	99	1	11	101
> CNc1snc(C)c1C(=O)OC(C)C(=O)Nc1cccc(OC)c1 (stereo not drawn)
  104	5	95	-7	116	3	-1	103
> COc1ccc(/C=N/OCC(=O)Nn2c(C)nc3ccccc3c2=O)cc1
  ?	-5	?	3	101	-1	25	?
> Cc1nnc(SCC(=O)Nc2ccc(N3CCOCC3)cc2)n1Cc1ccccc1
  102	5	100	-4	115	4	7	98
> COc1cccc(C(=O)N(CN2CCCC2=O)c2cc(C)on2)c1
  107	-7	100	-1	96	-3	-6	103
> CC(C)C[C@H](NC(=O)c1[nH]cnc1C(=O)N[C@H](C)c1ccccc1)C(=O)OCc1ccccc1
  93	5	99	-3	102	1	-14	133
> CC(=O)n1cc(C2C(=O)CCCC2=O)c2ccccc21
  97	-2	97	10	109	20	-18	96
> CC(=O)Nc1ccc(S(=O)(=O)Nc2ccc(N3CCOCC3)c(F)c2)cc1
  102	11	99	-1	99	0	8	100
> CS(=O)(=O)N(CC(=O)O)c1ccc2c(c1)OCO2
  103	-1	96	7	93	2	10	92
> COc1cccc(NC2CC(=O)N(CCc3ccccc3)C2=O)c1 (stereo not drawn)
  89	-15	·	-8	86	13	-12	105
> COc1ccc(OCC(=O)Nc2ccc3c(c2)nc(CCNC(C)=O)n3C)cc1
  97	-10	97	5	102	2	7	101
> CN1C2CCC1CC(OC(c1ccccc1)c1ccccc1)C2 (stereo not drawn)
  112	-2	115	-1	99	1	-4	98
> CCOC(=O)c1c(/N=C/N(C)C)sc(/C=N/Nc2ccccc2)c1-c1ccccc1Cl
  106	-13	104	-13	110	20	2	91
> O=C(O)c1ccc(Nc2nc(-c3ccccc3)cs2)cc1
  99	-14	98	-1	94	6	-1	107
> NC(=O)CSc1nc2ccccc2nc1SCC(N)=O
  99	4	97	6	96	-1	-22	117
> O=C(Nc1ccc(N2CCOCC2)cc1N1CCOCC1)c1ccccc1
  99	-3	99	-4	90	0	2	92

# Shown as labelled records: entries from further up
Molecule: CCCCCCCCNC(=O)c1ccc(C)cc1
  MEP2 TOR yeast: 96; procasp7 counter: 13; RPL19A-GFP yeast: 95; proCasp3 act: -1; Yeast superoxide: 98; AHR activator: -1; JMJD2C inh: -9; LAP4 TOR yeast: 101
Molecule: O=C(O)c1ccccc1-c1cc2ccccc2[nH]1
  MEP2 TOR yeast: 104; procasp7 counter: -6; RPL19A-GFP yeast: 102; proCasp3 act: -3; Yeast superoxide: 105; AHR activator: -1; JMJD2C inh: -18; LAP4 TOR yeast: 103
